V1R ag counter: counter-screen for oxytocin receptor agonists: human V1a receptor agonists. P37288. CHO-V1R cells, Fluo-8 calcium fluorescence, agonist mode; 0% DMSO, 100% 3 nM vasopressin. activation, % at 3 µM. actives 0.25% (n = 320,000). AID 2797;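 active = activation above the mean activation of all tested compounds plus 3 SD, per screening run, cut at about 20% in these data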;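 also: signal is peak over basal fluorescence ratio across a 100 second FLIPR read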
Target sequence (P37288 whole entry, looked up): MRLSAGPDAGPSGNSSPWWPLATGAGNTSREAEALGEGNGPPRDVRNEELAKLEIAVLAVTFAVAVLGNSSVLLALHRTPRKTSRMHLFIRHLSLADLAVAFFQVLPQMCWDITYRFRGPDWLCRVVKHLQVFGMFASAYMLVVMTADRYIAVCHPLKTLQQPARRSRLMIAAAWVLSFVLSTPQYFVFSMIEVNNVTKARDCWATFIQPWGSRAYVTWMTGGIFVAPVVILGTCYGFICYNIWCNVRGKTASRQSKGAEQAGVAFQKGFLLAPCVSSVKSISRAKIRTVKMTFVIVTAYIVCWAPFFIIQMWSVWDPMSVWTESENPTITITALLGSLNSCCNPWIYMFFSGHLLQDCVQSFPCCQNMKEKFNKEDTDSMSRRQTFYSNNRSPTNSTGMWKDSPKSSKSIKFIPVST
FID counter: counter-screen for HCV NS3 helicase inhibitors: DNA intercalator displacement; DNA fluorescent intercalator displacement, fluorescence; inhibition, % at 7.9 µM; actives 0.17% (n = 290,000); AID 1845; in the data active = inhibition above about 37%;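 also: 0% = vehicle and 100% = reference compound; higher means more ethidium bromide displaced from hairpin DNA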
VIM-2 inh: inhibitors of Pseudomonas aeruginosa VIM-2 metallo-beta-lactamase; purified VIM-2, nitrocefin hydrolysis, epi-absorbance fluorescence; inhibition, % at 5.6 µM; actives 0.89% (n = 290,000);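 active = inhibition above the mean of all tested compounds plus 3 SD, cutoff set per screening run, cut at about 7.5% in these data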;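 also: red hydrolysis product quenches plate fluorescence so inhibitors raise well fluorescence; 0% = enzyme with DMSO and 100% = DMSO without enzyme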
GalR3 antag: antagonists of human GalR3; HEK293 GalR3-CNG cAMP membrane potential fluorescence; galR3 body fused to GalR1 C-terminus; inhibition, % at 3 µM; actives 0.44% (n = 360,000); AID 651719;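 active = inhibition above the screen-wide average plus 3 SD, cut at about 13% in these data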;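 also: forskolin and galanin both at EC90 stimulate the cells; cAMP rise reported by CNG channel membrane potential dye signal; 0% = forskolin plus galanin with DMSO and 100% = forskolin alone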
PHOSPHO1 block: blocks human PHOSPHO1 phosphatase activity. recombinant PHOSPHO1, absorbance phosphatase assay. inhibition, % at 13.3 µM. actives 1.1% (n = 290,000). AID 1565; in the data active = inhibition above about 60%
Target sequence (Q8TCT1 whole entry, looked up): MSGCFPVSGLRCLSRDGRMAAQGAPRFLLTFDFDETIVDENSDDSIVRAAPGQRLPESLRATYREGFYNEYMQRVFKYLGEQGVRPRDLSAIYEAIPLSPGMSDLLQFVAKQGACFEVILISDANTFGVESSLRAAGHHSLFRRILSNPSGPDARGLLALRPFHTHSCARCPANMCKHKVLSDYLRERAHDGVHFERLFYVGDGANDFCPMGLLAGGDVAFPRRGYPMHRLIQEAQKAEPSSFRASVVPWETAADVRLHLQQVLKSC
GPR7 antagonist: antagonists of human GPR7 (neuropeptides B/W receptor 1) | P48145 | GPR7-expressing cells, fluorescence antagonist assay | inhibition, % at 4.4 µM | actives 1.1% (n = 290,000) | AID 1861; in the data active = inhibition above about 16%, passing the limit was not always enough;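 also: cells stimulated with the agonist NPW; 0% = agonist with vehicle and 100% = vehicle without agonist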
IMP-1 inhibitor: inhibitors of Pseudomonas aeruginosa IMP-1 metallo-beta-lactamase; purified IMP-1, nitrocefin hydrolysis, epi-absorbance fluorescence; inhibition, % at 5.6 µM; actives 0.45% (n = 290,000);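 active = inhibition above the mean plus 3 SD of all compounds in the same screening run, cut at about 4.5% in these data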;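 also: 0% = IMP-1 with DMSO and 100% = DMSO wells lacking enzyme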
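Material – recombinant IMP-1 enzyme, purified · Amount – IMP-1 0.2 nM before substrate addition · Medium – HEPES buffer pH 7.1 with ZnSO4 and Brij 35 · Timing – 25 °C, 15 min preincubation, 25 min reaction · Measured by – plate fluorescence quenching by hydrolysis product, ex 480/em 530 nm · Read-out – percent enzyme inhibition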
HCV NS3 hel inh: inhibitors of Hepatitis C virus NS3 helicase | NS3 helicase DNA unwinding, Cy5 molecular beacon fluorescence | inhibition, % at 10.9 µM | actives 0.56% (n = 290,000) | AID 1800;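 active = inhibition above the mean of all tested compounds plus 3 SD, set per campaign, cut at about 35% in these data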;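 also: 0% = DMSO wells and 100% = thioflavine S control wells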
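test system = hepatitis C virus NS3 helicase domain fragment enzyme | reagent = annealed dual-labelled DNA beacon duplex, ATP-started | times = 1 h at 25 °C | detection = Cy5 fluorescence, 0 and 60 min reads | read-out basis = percent inhibition from t60/t0 fluorescence ratio | control set = DMSO and thioflavine S | replication = one well per compound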
OXTR agonist: agonists of human oxytocin receptor. P30559. CHO-OTR cells, Fluo-8 calcium fluorescence; normalized: DMSO 0%, oxytocin 100%. activation, % at 3 µM. actives 0.32% (n = 320,000). AID 2435;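 active = activation above the mean of all tested compounds plus 3 SD, cutoff set per screening run, cut at about 20% in these data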;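 also: peak over basal fluorescence ratio from a 100 s FLIPR kinetic read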
Target sequence (P30559 whole entry, looked up): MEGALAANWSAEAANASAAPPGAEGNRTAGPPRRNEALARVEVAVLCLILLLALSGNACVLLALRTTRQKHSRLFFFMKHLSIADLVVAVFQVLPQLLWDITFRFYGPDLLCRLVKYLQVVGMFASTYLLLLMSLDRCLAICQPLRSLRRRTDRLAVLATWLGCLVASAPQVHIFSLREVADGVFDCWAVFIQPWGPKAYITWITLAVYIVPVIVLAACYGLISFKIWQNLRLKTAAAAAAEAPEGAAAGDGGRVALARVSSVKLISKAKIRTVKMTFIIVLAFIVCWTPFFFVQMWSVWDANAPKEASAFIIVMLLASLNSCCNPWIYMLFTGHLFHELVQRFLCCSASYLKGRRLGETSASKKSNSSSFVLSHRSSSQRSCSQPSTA
* = called active by the depositor; / = not tested or not shown.

Value order – GalR3 antag, FID counter, HCV NS3 hel inh, IMP-1 inhibitor, PHOSPHO1 block, OXTR agonist, V1R ag counter, GPR7 antagonist, VIM-2 inh
- C[C@@H](C(=O)N1CCN(C(=O)OC(C)(C)C)CC1)n1cc(CCCN=C(NC(=O)OC(C)(C)C)NC(=O)OC(C)(C)C)nn1
→ -5, -4, 3, -1.7, 18, -1.6, 0.5, -12, -1.8
- CCOc1cc(N2CCOCC2)c(OCC)cc1NS(=O)(=O)c1cc(NC(C)=O)ccc1OC
→ -9, -17, 6, -2.9, 19, 0.3, 0.4, -6, -1.7
- CCOC(=O)c1cnn(-c2ncnc3sc(C)c(C)c23)c1N
→ 6, -7, -1, 1.7, -42, -1.3, 0.6, -8, 0.7
- CCOC(=O)c1cnc(-n2cc(C)cn2)nc1NCc1ccc2c(c1)OCO2
→ -3, -4, -5, -5.3, 52, -1.6, -1.6, 0, 8.1*
- COc1cccc(NC(=O)C2CC2(c2cccc(OC)c2)c2cccc(OC)c2)c1 (stereo unspecified)
→ 0, -18, -9, -3.1, -9, -0.5, 1.8, 1, -6.4
- Cc1c(O)c(S(=O)(=O)c2ccccc2)c(=O)n(-c2ccccc2)c1-c1ccccc1
→ 3, -37, 13, -1.7, -11, 1.3, 1.8, -2, -1.9
- CCCC(=O)N1CCc2cc(OC)c(OC)cc2C1COc1ccccc1OC (stereo unspecified)
→ -9, -39, 5, -4.9, 2, 0.5, -1.2, -8, -1.3
- CC(=O)c1sc(-c2ccccc2)cc1N
→ -7, -7, -9, -1.6, 51, -2.1, 0.8, -4, -2.7
- O=C(C1CCN(S(=O)(=O)c2cnc[nH]2)CC1)N1CCn2c1nc1ccccc12
→ -3, -1, 3, -3.4, -143, 0.1, 0.8, 3, -2.4
- COc1ccc(N2CCN(C(=O)Cn3c(=O)c4cccn4c4cccnc43)CC2)cc1
→ -9, -36, 3, -1.0, 37, 2.3, 4.3, -3, -1.4
- O=C(COc1ccc2ccc(=O)oc2c1)NCc1ccccn1
→ 2, -5, 6, 0.0, 14, -0.5, 0.6, 12, -1.1
- COC(=O)c1ccc(Cn2nnc3c(sc4nc(N5CCOCC5)c5c(c43)CCCC5)c2=O)o1
→ /, -3, 10, 0.8, /, /, /, -4, -0.1
- COc1cc(/C=N/Nc2ccccc2[N+](=O)[O-])cc(OC)c1O
→ 2, 6, -2, -3.4, -111, -2.4, -0.6, -27, -1.1
- COc1ccc(CNC(=O)CCn2c(=O)oc3ccccc32)c(OC)c1
→ 4, -10, -7, -0.9, -3, 0.1, -0.2, 0, 0.2
- CCC(=O)Nc1cccc2ccccc12
→ 5, 4, -5, -3.5, 21, 0.2, 1.0, -4, -4.4
- CCN(C(=O)CCS(=O)(=O)c1ccc2c(c1)oc(=O)n2C)c1ccc(OC)cc1
→ -7, -18, -10, 0.5, 23, 0.5, 1.0, 9, -1.1
- CC1=CCC(C(=O)O)C(C(=O)O)C1 (stereo unspecified)
→ -4, 7, -4, -2.7, 1, 0.8, -0.1, 14, -1.5
- C=C(C)Cn1c(=O)c(NC(=O)c2ccccc2)c2n(c1=S)CCC2
→ -1, -5, -1, -3.6, 23, -1.3, -0.9, -15, 0.8
- CCC1CCCCN1CCCNC(=O)CSc1nc2nc(C)c(Cc3ccccc3Cl)c(C)n2n1 (stereo unspecified)
→ -9, 16, -9, -2.6, 41, 2.2, -0.1, -6, 1.4
- COc1ccc(S(=O)(=O)NNC(=O)C2Cc3c(ccc4ccccc34)O2)cc1 (stereo unspecified)
→ -4, -20, -9, -1.4, -14, 15, 11, -6, 0.9
- COc1ccccc1/C=C/C(=O)NCC(=O)N/N=C(\CCC(=O)O)c1ccccc1
→ -3, -7, -11, -1.4, 0, -1.9, -0.7, -4, -2.8
- Cc1cc(OCC(=O)Nc2ccc(CN3CCCCC3)cc2)ccc1Cl
→ -1, 33, -56, -2.2, 30, 12, 11, 1, -2.0
- O=C(COC(=O)c1ccc2c(c1)OCCO2)NCCC1=CCCCC1
→ 0, -19, -14, -0.5, -7, -2.5, -1.4, -9, 0.7
- Cc1nn(-c2ccccc2)c(C)c1/C=N/n1cnnc1
→ 2, -4, -4, -2.9, 8, 0.8, 0.5, -23, -1.0
- CCCOc1ccc2ccccc2c1/C=C1\SC(=O)NC1=O
→ -13, -27, 36*, -0.3, 29, -0.9, 2.9, -3, -0.2
- CCC(=O)NC(=S)NNC(=O)COc1ccc(Br)cc1
→ -2, 6, -6, -1.6, 32, 0.1, 0.3, -6, -4.2
- O=C(CN1CCN(c2ccc(Cl)cc2)CC1)Nc1cccc(F)c1
→ -4, -11, -4, -0.8, -1, 0.3, 2.0, 6, -0.3
- CCOC(=O)C1=C(C)NC(SC)=NC1c1ccccc1 (stereo unspecified)
→ -2, 4, -8, -1.9, -3, -1.2, -1.4, -17, -0.4
- COc1ccc(-c2nnc(SCc3cc(C)cc(C)c3)o2)cc1
→ -13, -9, -3, -1.2, -21, 0.0, 1.9, 2, -0.3
- O=C(CN1CCN(S(=O)(=O)c2ccc(Br)cc2)CC1)N/N=C/c1ccccc1C(=O)O
→ -1, -49, -1, -4.4, 24, 0.5, 0.0, -7, -5.3
- O=C(O)c1cccc(Nc2nc(C(F)(F)F)nc3ccccc23)c1
→ -3, -7, 5, -2.1, 45, 1.9, -0.1, -11, 0.3
- Cc1ccc(S(=O)(=O)NCC(=O)N(CC(=O)NCC2CCCO2)Cc2ccccc2Cl)cc1 (stereo unspecified)
→ -10, -38, 9, -2.4, 35, 0.6, -0.4, -13, -4.1
- CCC(=O)N1CCc2cc(S(=O)(=O)CCC(=O)NCCc3ccccc3)ccc21
→ -3, -14, 1, -3.6, 7, 0.4, 0.0, -5, -1.1
- CCN1CCN(C(=S)Nc2cc(C(=O)OC)ccc2C(=O)OC)CC1
→ 5, -4, 10, -3.9, 8, -0.5, 1.1, -5, -2.7
- Cc1cc2cc(C#N)c(N3CCN(S(C)(=O)=O)CC3)nc2cc1C
→ 4, -13, 8, -0.5, -7, -0.1, 0.8, 0, 0.8
- CCn1c(SCC(=O)N2CCN(c3ccccc3)CC2)nnc1-c1ccoc1C
→ -6, -27, -5, 2.1, 13, -1.9, -0.3, -11, -2.6
- CCOC(=O)C1CCCN(CC(=O)NC2=Nc3ccccc3N=C(C)C2c2ccccc2)C1 (stereo unspecified)
→ -3, -19, -2, -3.3, 48, -2.8, -1.3, 10, -4.2
- Cc1cc(Br)c2c(c1)C(O)(N1CCCCC1C)C(=O)N2 (stereo unspecified)
→ -2, -13, -4, 1.6, 9, -2.1, -0.9, 2, -1.0
- COc1ccccc1NS(=O)(=O)c1cc(NC(=O)c2cccs2)ccc1N1CCCCC1
→ -4, -12, -18, -3.1, -3, -0.7, 1.6, -9, -1.3
- NC(=O)C1(N2CCCCC2)CCN(C(=O)Nc2ccccc2C(F)(F)F)CC1
→ -3, 6, 1, -2.8, 9, 0.3, 0.3, -3, -1.6
- CCOc1ccc(NC(=S)N2CCC(N(C)CCN3CCOCC3)CC2)cc1
→ -5, -2, -2, -1.5, -7, -0.6, -0.7, 1, -2.0
- Cc1ccc(C2NC(=O)CCC2[N+](=O)[O-])cc1 (stereo unspecified)
→ 1, 4, -1, -0.9, 21, 0.2, -0.2, -13, -1.4
- CCC(NC(=O)CCc1c(C)c2cc3c(C)c(C)oc3cc2oc1=O)C(=O)N[C@@H](Cc1ccccc1)C(=O)O (stereo partly specified)
→ -6, -26, -9, -0.4, 19, -0.2, 0.0, 4, 1.9
- COc1ccc(-c2cn[nH]c2-c2ccc(OCc3ccc([N+](=O)[O-])cc3)cc2O)cc1OC
→ 0, -10, -16, -4.3, 25, 0.2, 0.6, 0, -3.6
- Cc1cc(C)nc(SCC(=O)c2ccc([N+](=O)[O-])cc2)n1
→ 0, -2, 6, -0.2, 14, -0.9, -0.2, 9, -0.8
- CCc1c(C)c2nncn2[nH]c1=O
→ -5, 2, 7, -6.8, -13, 1.4, -0.7, -3, -4.2
- COc1ccc(C(=O)Nc2ccc3c(c2)OCCO3)cc1
→ -5, -1, -6, -2.6, -29, 0.0, -0.4, -11, -0.2
- O=C(NCCOc1nc(N2CCOCC2)nc(N2CCOCC2)n1)Nc1ccc(Cl)cc1
→ -2, -2, -5, -3.5, 26, 0.6, 0.2, -3, -0.9
- N=C1CCCN1c1ccccc1O
→ 5, -2, -9, -0.3, 28, -0.2, 0.6, -9, 0.2
- Cn1c(N)c(C(=O)COC(=O)CNS(=O)(=O)c2ccc(Cl)c(Cl)c2)c(=O)n(C)c1=O
→ -5, -9, -2, -0.5, -1, -0.9, 1.2, -12, -1.5
- CC1(C)CC(=O)C(N=Nc2ccc(OC(F)F)cc2)=C(O)C1
→ -4, -12, -13, -2.8, 21, 2.1, 4.2, -12, 0.1
- COCc1cc(CN2CCCC(C(=O)Nc3cccc(-n4cnnn4)c3)C2)ccc1OC (stereo unspecified)
→ -5, 13, 2, -3.2, 30, 0.6, 1.9, -8, -1.1
- CC1=C(C(=O)OCC(C)C)C(c2ccc(Br)s2)NC(=O)N1 (stereo unspecified)
→ -4, -25, -6, -2.3, 20, -1.1, -1.1, -4, -0.9
- CC(C)CN=Cc1c(O)c([N+](=O)[O-])cc2oc3c(c12)CCCC3
→ -2, 19, 46*, 10*, -16, -1.8, -1.1, -12, -3.3
- O=C(CCn1[nH]c(=O)c2ccccc2c1=O)NCCO
→ -2, 3, 6, -3.6, -31, 1.1, 0.5, 2, -4.5
- CCOC(=O)Cc1csc(NC(=O)CSc2nnc(Cc3csc(N)n3)n2C)n1
→ 3, -17, 3, -0.4, 5, -1.4, 0.5, -13, -7.8
- CCOc1ccc(C2NC(=O)c3ccccc3O2)cc1OCC (stereo unspecified)
→ -10, -12, -8, -0.8, 19, -0.3, 0.0, -12, -0.3
- Cc1c(CN(C)C)c2c(n1C)C(=O)c1ccc(Br)cc1-2
→ -14, 27, 1, -2.2, 1, -0.1, -0.2, -5, -0.1
- COc1ccc(-c2ccc(N(C)C)cc2)cc1[C@H]1[C@H]2C=CC[C@@H](C)[C@@H]2C(=O)N1Cc1ccccc1
→ -12, /, /, /, -13, -1.4, -0.6, /, /
- COc1ccccc1C1CC(=O)NC(C)=C1C(=O)OCC(C)C (stereo unspecified)
→ -4, -26, -5, -1.5, 10, -2.2, -1.6, -16, -1.8

Other compounds.
Value order – GalR3 antag, FID counter, HCV NS3 hel inh, IMP-1 inhibitor, PHOSPHO1 block, OXTR agonist, V1R ag counter, GPR7 antagonist, VIM-2 inh
- COc1ccc(CN(C)C(=O)Cc2ccsc2)c(OC)c1OC
→ -7, -19, -3, -1.1, -9, -0.7, 0.2, 8, -0.5
- Nc1ncn(CC(=O)c2ccccc2)n1
→ -5, 1, -8, -2.8, 46, 0.0, 0.1, -12, -4.1
- N#Cc1cc2ccc(N3CCOCC3)cc2cc1C#N
→ -9, 2, -12, 0.2, 3, 14, 9.0, 8, 2.6
- CCCc1c(C)nc(N2CCN(c3cccc(OC)c3)CC2)[nH]c1=O
→ -3, -30, -8, -1.1, /, 1.3, 4.7, -3, -0.7
- CC(C)Sc1nnc(NC(=O)C2CC2)s1
→ 7, /, /, /, -2, 1.1, 0.6, /, /
- Cc1ccc(CSc2nnc(C(F)(F)F)n2Cc2ccc(F)cc2)cc1
→ /, -25, -4, -2.7, 42, -1.3, 0.0, 5, -1.8
